TbREL1 inh = TbREL1 inhibition, primary screen | TbREL1 RNA ligation, FRET fluorescence | inhibition, % at 9.66 µM | actives 0.49% (n = 89,000) | AID 1117264;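 active means inhibition above the mean inhibition across all screened compounds plus 3 SD, cut at about 11% in these data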;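 further: 0% = plate median of test wells and 100% = NSC42067 control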
Target sequence (P86926 whole entry, looked up): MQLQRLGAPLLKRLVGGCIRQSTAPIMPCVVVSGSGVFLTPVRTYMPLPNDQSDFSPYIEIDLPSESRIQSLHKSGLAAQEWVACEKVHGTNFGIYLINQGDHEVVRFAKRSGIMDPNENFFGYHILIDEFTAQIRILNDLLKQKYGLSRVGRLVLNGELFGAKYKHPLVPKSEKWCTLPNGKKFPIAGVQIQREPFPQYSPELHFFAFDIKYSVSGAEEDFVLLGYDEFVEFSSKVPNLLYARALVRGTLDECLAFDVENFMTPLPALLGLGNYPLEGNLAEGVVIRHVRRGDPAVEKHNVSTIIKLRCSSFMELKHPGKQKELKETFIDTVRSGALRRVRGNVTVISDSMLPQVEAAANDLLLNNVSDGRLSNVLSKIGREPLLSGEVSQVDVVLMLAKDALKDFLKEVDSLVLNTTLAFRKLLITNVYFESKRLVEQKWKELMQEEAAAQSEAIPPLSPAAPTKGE
The depositor's hits bear a star.

Molecule | TbREL1 inh
COc1cc(/C=N/NC(=O)c2ccc(Cl)c(S(N)(=O)=O)c2)ccc1OCC(N)=O | 0.3
CCOc1ccc(NC(=O)N2CCC(c3nc4ccccc4[nH]3)CC2)cc1 | 3.1
CCN(CC(=O)NCc1ccc(Cl)cc1)C(=O)c1ccc(S(=O)(=O)NCc2ccco2)cc1 | -1.9
CCCCCCOC(=O)C[N+](C)(C)CCOC1CC2CCC1(C)C2(C)C (stereo not given) | 3.9
O=S(=O)(Nc1ccc(S(=O)(=O)Nc2nccs2)cc1)c1ccc(Br)cc1 | 1.1
Cc1ccc(C)c(NC(=O)CN(C)C(C)C(=O)N2CC(C)CC(C)C2)c1 (stereo not given) | -0.4
Cc1[nH]nc2c1C(c1ccc(Br)cc1)N(Cc1ccccc1)C2=O (stereo not given) | -1.9
CCCCn1c(N)c(N(CC(C)C)C(=O)C2CC(=O)N(c3ccc(C)cc3)C2)c(=O)[nH]c1=O (stereo not given) | 0.4
COC(=O)c1ccc(S(N)(=O)=O)o1 | 1.7
Cc1nc2ccccc2n1C1CCN(C(=O)Nc2ccccc2)CC1 | -2.8
NC(=O)C1CCN(c2nnnn2-c2ccccc2)CC1 | -0.2
O=c1[nH]c2ccccc2[n+]([O-])c1-c1ccccc1 | 0.1
COCCN(C(=O)Cc1csc(-c2cccc(Cl)c2)n1)c1c(N)n(Cc2ccccc2)c(=O)[nH]c1=O | 2.0
CN(C)c1cccc(C(=O)NCc2ccccc2Cl)c1 | 2.5
Cc1onc(-c2ccccc2Cl)c1C(=O)N1CCCC1 | 5.3
O=C(OCCCOC(=O)c1ccccc1O)c1ccccc1O | 4.5
O=C(Nc1ccc(N2CCOCC2)cc1)C1CC(=O)N(c2ccc(F)cc2)C1 (stereo not given) | -0.9
O=C(Nc1ccncc1)c1cccc(F)c1 | 7.5
CCC(=O)c1ccc(OCC(=O)OC(C)C(=O)Nc2c(C)n(C)n(-c3ccccc3)c2=O)cc1 (stereo not given) | -2.6
CCOC(=O)C1=C(C)OC(N)=C(C#N)C1c1c(C)nn(-c2ccccc2)c1Cl (stereo not given) | -2.7
O=C(COc1ccccc1)NS(=O)(=O)c1ccccc1 | -3.7
CCOCCOCN(C#N)c1nc(OC)nc(N(C)C)n1 | -1.5
Cc1occc1C(=O)N1CCN(c2ccccc2)CC1 | 0.0
C[C@H](NC(=O)c1nc[nH]c1C(=O)N1CCNCC1)C(=O)OCc1ccccc1 | 6.9
C[C@@H]1COc2cc(N3CCSCC3)ccc2S(=O)(=O)N1C | -2.0
COc1cccc(COC(=O)C2CCN(S(=O)(=O)c3ccc(C)cc3C)CC2)c1OC | -0.8
Cc1ccccc1CN1CCCCC(NC(=O)c2ccccc2)C1=O (stereo not given) | -0.1
CCn1c(=O)n(Cc2ccco2)c(=N)c2c3c(sc21)COC(C)(C)C3 | 9.1
COc1ccc(NC(=O)C2(C)CCN2CCOc2ccccc2)cc1OC (stereo not given) | -2.2
CCc1ccccc1OCC(=O)NC1CCCC1 | -0.9
CCN(CC)S(=O)(=O)c1ccc(Nc2nc3ccccc3n3nnnc23)cc1 | -2.6
CCOc1ccc(NC(=O)CSc2nnc(Cc3csc(C)n3)o2)cc1 | -2.2
Cc1c(N=C2NC(=O)/C(=C/c3ccc(O)cc3)S2)c(=O)n(-c2ccccc2)n1C | -1.4
O=C(O)C1Cc2ccccc2CN1S(=O)(=O)c1ccc2ccccc2c1 (stereo not given) | 1.4
O=C(NCCCNC(=O)c1ccc(-c2cccc(Cl)c2)o1)c1cnccn1 | -2.7
CCC(=O)Nc1nnc(SCC(=O)NCCc2ccc(OC)c(OC)c2)s1 | -0.5
COc1cccc(NC(=O)CSc2ncnc3c2cnn3Cc2ccccc2)c1 | -7.0
O=C(NCCc1c[nH]c2ccccc12)OCc1cn(-c2ccc(F)cc2)nn1 | -1.1
Cc1c(CCO)c(=O)[nH]n1C(=O)c1c(F)cccc1F | -1.8
Cc1cc(N2CCN(C)CC2)nc2ccc(NC(=O)CCC3CCCC3)cc12 | 2.1
O=S1(=O)CC(N2CCCCC2)CN1Cc1ccccc1 (stereo not given) | 4.0
O=C(CN(Cc1ccccc1)S(=O)(=O)c1cccc(C(F)(F)F)c1)NC1CCCCC1 | -2.6
CCOC(=O)C(C(=O)OCC)N(C#N)c1nc(N(C)C)nc(N(C)C)n1 | -4.7
COc1ccccc1OCCC(=O)Nc1cccc(S(=O)(=O)N2CCCCC2)c1 | 0.4
COc1ccc(N2CCN(S(=O)(=O)Cc3ccccc3)CC2)cc1 | -2.5
O=C(C1CCCN(S(=O)(=O)c2cccc3nsnc23)C1)N1CCCCCC1 (stereo not given) | -3.3
Cc1cc(C)cc(OC(C)C(=O)Nc2ccccc2C(=O)NCc2cccnc2)c1 (stereo not given) | -1.4
Cc1ccc(S(=O)(=O)Nc2nsc(N)n2)cc1 | 1.8

A second format for part of the listing above.
TbREL1 inh	SMILES
4.0	O=S1(=O)CC(N2CCCCC2)CN1Cc1ccccc1 (stereo not given)
-2.6	O=C(CN(Cc1ccccc1)S(=O)(=O)c1cccc(C(F)(F)F)c1)NC1CCCCC1

Further compounds:
Molecule | TbREL1 inh
CCC(C(=O)OCCOCCN(CC)CC)c1ccccc1 (stereo not given) | 5.3
COCCN(C(=O)CNC(=O)c1cccs1)C(C(=O)NC1CCCC1)c1cccs1 (stereo not given) | 0.2
CCOC(=O)N1CCC(NC(=O)CCc2c(C)nc3nc(C)nn3c2C)CC1 | -0.3
C1=C(c2ccc(-c3ccccc3)cc2)Nc2ncnn2C1c1ccco1 (stereo not given) | -0.8
Cc1noc(C)c1COC(=O)c1ccccc1NC(=O)Cc1ccccc1 | -0.2
O=C(NCc1ccco1)C1CCCN(S(=O)(=O)c2ccccc2F)C1 (stereo not given) | 6.6
CCn1cnc2c(cnn2-c2ccccc2)c1=O | 1.7
O=C(c1cn(Cc2ccccc2)nc1-c1cccnc1)N1CCN(Cc2ccccc2)CC1 | 0.2
CC1(C(=O)NCC2CC2)Cc2c(-c3cccc(C(F)(F)F)c3)ccnc2O1 (stereo not given) | -0.2
Cc1cccc(NC2SC(=O)NC2=O)c1 (stereo not given) | -2.2
CC1(C)CC(=O)C(CC(=O)Nc2ccc(S(N)(=O)=O)cc2)=C(O)C1 | -4.3
Clc1ccccc1-c1nnn(Cc2ccc(-c3nn[nH]n3)cc2)n1 | 5.3
COCCSc1ccccc1C(=O)Nc1ccccc1C#N | -1.6
O=C(Nc1ccccn1)c1cc2cc([N+](=O)[O-])ccc2s1 | 1.2
CCOc1ccc2nc(NC(=O)C3CCN(S(=O)(=O)c4cnc[nH]4)CC3)sc2c1 | 6.2
COc1cc(O)c(C(CC(=O)N2CCCCC2)c2cc(OC)c(OC)c(OC)c2)c(OC)c1 (stereo not given) | 1.7
Cc1cnc(C(=O)N2CCN(S(=O)(=O)c3cc(C(F)(F)F)cc(C(F)(F)F)c3)CC2)cn1 | -0.3
O=C(/C=C/c1ccc2c(c1)OCO2)Nc1cccnc1 | 0.3
COc1ccc2[nH]c(=O)c(C(c3nnnn3C3CCCCC3)N3CCN(C)CC3)cc2c1 (stereo not given) | 1.4
CNS(=O)(=O)c1ccc(C)cc1 | 4.3
CN(C)c1ccc(Cn2c(=O)n(Cc3ccc(C(=O)NCC4COC4)cc3)c(=O)c3ccccc32)cc1 | 4.2
O=C(N/N=C/c1ccc(C(=O)O)cc1)C(=O)N1CCCCCC1 | 2.8
CC1=C(C(=O)OCc2ccccc2)C(c2ccc(C(C)(C)C)cc2)NC(=O)N1CCCCCC(=O)O (stereo not given) | 0.4
Cc1ccccc1C(=O)c1cccn1CC(=O)NCC1CCCO1 (stereo not given) | 2.8
COc1cccc(-c2nnc(SCC(=O)Nc3ccc(Oc4ccccc4)cc3)n2Cc2ccco2)c1 | 0.6
Cc1ccc2c(c1)c1c(n2CC(O)CNC(C)(C)C)CCCC1 (stereo not given) | -1.1
CCCc1cc(=O)[nH]c(SCC(=O)Nc2ccc(OC(F)F)cc2)n1 | 3.8
CCCC(=O)Nc1sc2c(c1C#N)CCCC2 | 1.5
CCOc1cc(/C=C/C(=O)c2ccc(O)cc2)ccc1OCC(=O)N(C)C | -2.2
O=C(Cn1c(=O)sc2ccccc21)N1CCOCC1 | -1.8
CC(NS(=O)(=O)/C=C/c1ccccc1)c1ccccc1 (stereo not given) | 8.4
CC1=NN(c2ccccc2)C(=O)/C1=C/c1cc(C)n(C2CC2)c1C | -3.2
COC(=O)c1c(NC(=O)COC(=O)CCS(=O)(=O)c2ccc(C)cc2)sc(C)c1C | -0.2
Cc1ccc(NC(=O)CN2C(=O)NC(C)(C3CC3)C2=O)c([N+](=O)[O-])c1 (stereo not given) | 1.2
CN(C)S(=O)(=O)c1ccc(NC(=O)COC(=O)C2CC3CCCC(C2)C3=O)cc1 (stereo not given) | 10.9
O=C1CSc2ccc(C(=O)NCCc3ccc(Cl)cc3Cl)cc2N1 | -0.1
Cc1ccc2nc(C)cc(C(=O)Nc3nccs3)c2c1 | -0.4
N#Cc1ccc(-c2csc(NC(=O)c3ccc(N4C(=O)CCC4=O)cc3)n2)cc1 | 0.4
O=C(NCC(c1ccco1)N1CCCC1)c1cc(S(=O)(=O)N2CCOCC2)ccc1Cl (stereo not given) | -0.5
COc1cc(C)nc(SCC(N)=O)n1 | 0.8
CCN(CC)CCCN1C(=O)C(O)=C(C(=O)c2ccc(C)o2)C1c1ccc(C)o1 (stereo not given) | -3.0
CC(C)(CNC(=O)c1cc(Cl)c(O)c(Cl)c1)N1CCCCC1 | -0.9
CC(C)(C)NC(=O)CN(C(=O)c1ccc(CN2CCOCC2)o1)c1ccc2c(c1)OCCO2 | -0.1
CC(C)CCCN1C(Nc2ccccc2)=NC[C@@H]1CC(C)C | 10.3
COc1cc(C2C3=C(CC(C)(C)CC3=O)OC3=C2C(=O)CC(C)(C)C3)cc([N+](=O)[O-])c1O | -3.5
O=C(N/N=C/c1ccc(O)cc1)c1ccc(NC(=O)c2ccccc2Br)cc1 | -4.6
Cc1nn(-c2ccccc2)nc1C(=O)NN | 2.6
Cc1ccc(C)c(S(=O)(=O)N2CCN(C(=O)CCC(=O)NCc3ccc(Cl)cc3Cl)CC2)c1 | -3.4
CCC(=O)c1ccc(OCC(=O)Nc2ccccc2N2CCCCC2)cc1 | 1.6
COc1ccc(C2(CNC(=O)c3ccccc3[N+](=O)[O-])CCOCC2)cc1 | 3.1
CCN(CC)C(=O)CSc1ncccc1-c1nc2ccccc2[nH]1 | 7.2
O=C1C2C3CCCC3=C3CCCC3C2C(=O)N1c1ccc(F)cc1 (stereo not given) | 6.9
Cc1ccc(N2CC(NC(=O)N3CCN(C(=O)c4ccco4)CC3)CC2=O)cc1 (stereo not given) | -0.2
CN(CC(=O)Nc1ccc(F)c(F)c1F)C(=O)Cn1cnc2c1c(=O)n(C)c(=O)n2C | 0.8
Cc1cccc(NC(=O)C(C)OC(=O)CNC(=O)C2CCCCC2)c1 (stereo not given) | 2.0
Cc1ccc(NC(=O)[C@@H]2CC(=O)O[C@@H]2c2ccccc2)c(C)c1 | 1.5

Next part:
Molecule | TbREL1 inh
COc1ccc(-c2oc3c(c2C(=O)OCCCO)C(OCCO)CCC3)cc1 (stereo not given) | 1.7
Cc1ccc(C(=O)NCC(=O)OCCCn2c(=O)[nH]c3ccccc32)cc1C | -2.4
Cc1cc(N/C(=C\C(=O)c2ccccc2)c2ccccc2)ccc1Br | 5.7
COc1ccc(C)cc1-n1nnnc1SCC(=O)NC1CC1 | -2.5
CC(=O)N1CCN(CC(=O)NC(=O)Nc2ccc3c(c2)OCCO3)CC1 | 1.1
Cc1cc(C)c(NC(=O)NC2CCCCC2)c(C)c1 | -0.7
Cc1nc2ccccn2c1C(=O)N=Nc1c(O)[nH]c2ccccc12 | -1.8
COc1ccc(CNC(=O)c2ccc(S(=O)(=O)N3CC(C)CC(C)C3)cc2)cc1OC (stereo not given) | -1.4
Cc1ccc(S(=O)(=O)N2[C@@H](c3ccccc3)C(C(=O)O)=CC[C@H]2c2ccc(Cl)c(Cl)c2)cc1 | -0.3
CCOC(=O)C1CCN(c2c(NCCN3CCN(c4ccccc4)CC3)c(=O)c2=O)CC1 | -3.6
COC(=O)[C@@H]1C[C@@]2(O)[C@H](O)[C@H](O)[C@H](O)C[C@H]2N1CC(c1ccccc1)c1ccccc1 | -2.6
O=C(CSc1ccccc1)Nc1ccc(N2CCOCC2)cc1 | -0.9
CCN(CC)C(=O)Cn1cc(S(=O)(=O)CC(=O)Nc2ccc(OC)c(OC)c2)c2ccccc21 | 4.8
COc1ccc(CCC(=O)N2CCN(S(=O)(=O)c3ccc(OC(F)(F)F)cc3)CC2)cc1 | 2.9
O=S(=O)(c1ccc(OCC(O)CN2CCN(c3ccccc3O)CC2)cc1)N1CCOCC1 (stereo not given) | -0.3
CCNCCNC(=O)c1c(O)c2ccccc2n(CC)c1=O | 2.3

Ordered by value in TbREL1 inh (falling): 3 from the list above.
Molecule | TbREL1 inh
O=S(=O)(c1ccc(OCC(O)CN2CCN(c3ccccc3O)CC2)cc1)N1CCOCC1 (stereo not given) | -0.3
O=C(CSc1ccccc1)Nc1ccc(N2CCOCC2)cc1 | -0.9
COC(=O)[C@@H]1C[C@@]2(O)[C@H](O)[C@H](O)[C@H](O)C[C@H]2N1CC(c1ccccc1)c1ccccc1 | -2.6

Following part
Molecule | TbREL1 inh
Cc1c(C(=O)N2CCCC2)oc2ccc(Br)cc12 | -1.7
CC(=O)Nc1ccc(S(=O)(=O)Nc2cc([N+](=O)[O-])ccc2C)cc1 | -0.6
CC(NC(=O)c1ccco1)c1cccc2ccccc12 (stereo not given) | -0.8
CN(C)CCCN(C(=O)CCc1ccccc1)c1nc2ccc(Cl)cc2s1 | 2.0
Fc1ccccc1-c1nnc2n1N=C(c1ccc(OC(F)F)c(OCC3CC3)c1)CS2 | 3.3

Screening data: PubChem, The Scripps Research Institute Molecular Screening Center

A portion of the library. The share of hits here may be higher or lower than overall.
